Compound activity deposited in PubChem BioAssay by several laboratories.
ABCB6 inh MLPCN: ABCB6 transporter inhibitors, primary screen, K562-ABCB6 cells, flow cytometry, MLPCN library; fluorescence ratio to DMSO, % at 10 µM; K562-ABCB6 porphyrin accumulation, 1 h; stronger effect = lower value; ATP-binding cassette sub-family B member 6 (Homo sapiens), Q9NP58; 360,000 compounds, 0.19% hits; AID 602162, 2011;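 active = fluorescence ratio to DMSO below 75%, the collection mean minus 3 SD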;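 also: signal is porphyrin accumulated inside mitochondria; 100% equals median channel fluorescence of DMSO control wells; lower ratio means ABCB6 inhibition with less porphyrin fluorescence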
Target sequence (Q9NP58 whole entry, looked up): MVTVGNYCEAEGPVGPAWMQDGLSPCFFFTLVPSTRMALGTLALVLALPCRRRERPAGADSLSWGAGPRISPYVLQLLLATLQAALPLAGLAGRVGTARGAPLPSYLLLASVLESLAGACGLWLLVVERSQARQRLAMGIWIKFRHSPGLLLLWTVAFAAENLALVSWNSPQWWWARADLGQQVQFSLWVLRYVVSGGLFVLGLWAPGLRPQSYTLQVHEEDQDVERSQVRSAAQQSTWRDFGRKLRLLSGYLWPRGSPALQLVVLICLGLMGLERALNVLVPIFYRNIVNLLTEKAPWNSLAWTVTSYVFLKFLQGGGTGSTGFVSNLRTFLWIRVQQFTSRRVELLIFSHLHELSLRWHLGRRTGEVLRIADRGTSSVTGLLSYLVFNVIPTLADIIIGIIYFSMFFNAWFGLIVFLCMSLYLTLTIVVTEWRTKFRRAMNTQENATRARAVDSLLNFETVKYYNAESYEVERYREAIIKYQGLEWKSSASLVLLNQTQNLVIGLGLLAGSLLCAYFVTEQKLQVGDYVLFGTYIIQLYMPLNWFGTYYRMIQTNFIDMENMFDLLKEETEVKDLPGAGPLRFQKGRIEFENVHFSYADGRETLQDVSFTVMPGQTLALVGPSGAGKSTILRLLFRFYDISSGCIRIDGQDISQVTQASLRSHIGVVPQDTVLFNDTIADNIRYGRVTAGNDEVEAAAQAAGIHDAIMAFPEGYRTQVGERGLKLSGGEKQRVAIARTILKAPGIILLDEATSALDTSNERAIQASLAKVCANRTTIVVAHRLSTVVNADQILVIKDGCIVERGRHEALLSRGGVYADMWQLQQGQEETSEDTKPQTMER
H9c2 protect: cardioprotection against H2O2-induced cell death, primary screen, uHTS, H9c2 cells, ATPLite luminescence | H9c2 cardiomyocytes, H2O2 injury protection, 2 h | protection from H2O2 cell death, % at 20 µM | 360,000 compounds, 0.63% hits | AID 588492, 2011;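 active = compounds giving at least 50% protection of heart cells from peroxide-induced death in the single-dose screen, raw or plate-pattern-corrected value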;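 also: 0% = DMSO wells with peroxide and 100% = DMSO wells without peroxide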
MC4R barr agon: MC4R agonists recruiting beta-arrestin, primary screen, cell-based, luminescence, agonist arm of biased-ligand search; Melanocortin receptor 4 (Homo sapiens), P32245; activation, % at 8.9 µM; 360,000 compounds, 0.98% hits; U2OS MC4R beta-arrestin complementation; percent of melanotan II response, DMSO zero;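 active = activation above a per-plate cutoff, the mean activation of sample wells on that plate plus 3 SD, cut at about 8% in these data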
CaV13 FRET inh: Disruptors of the CACNA1D IQ motif to Ca2+-dependent inactivation inhibitor domain association, primary screening, Förster resonance energy transfer in intact living … | HEK cells, CFP/YFP FRET ICDI-IQ, plate reader, 10 min; percent FRET-ratio fall versus neutral wells | inhibition, % at 12.3 µM | 340,000 compounds, 0.098% hits;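 active = mean replicate inhibition of at least 30% and at least 1% of replicates passing that level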;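 also: 0% = median of the neutral control wells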
Granule exo inh: LAMP-1 surface exposure blockers, TALL-104 cells – cell-based, flow cytometry, MLPCN library, primary screen; TALL-104 LAMP-1 surface exposure; cells stimulated with thapsigargin and PMA; inhibition, % at 10 µM; 360,000 compounds, 0.66% hits; AID 651702, 2012;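 active = inhibition above about 55%, limit read from the data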
ABHD5-PLIN5 inh: ABHD5-PLIN5 interaction inhibitors, primary screen, cell lysate, split luciferase complementation, luminescence | Split G. princeps luciferase complementation, 4 h | inhibition, % at 4 µM | 360,000 compounds, 0.78% hits | AID 602281, 2012;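 active = inhibition above the mean inhibition across every tested compound plus 3 SD, cut at about 22% in these data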;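 also: 0% = DMSO only wells and the 100% control is not disclosed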
PDI inh: inhibitors of human PDI, primary screen, biochemical, turbidity, single point, plate reader | 350,000 compounds, 0.052% hits | Protein disulfide-isomerase (Homo sapiens), P07237 | PDI insulin aggregation turbidity, A650, 90 min | inhibition, % at 10 µM;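 active = mean inhibition across replicates of 30% or more, whatever share of single replicates reach that level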;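 also: absorbance from insulin aggregation driven by PDI reduction with DTT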
MC4R antagonist: MC4R antagonists of cAMP signaling, primary screen, cell-based, TR-FRET, antagonist arm of biased-ligand search; Melanocortin receptor 4 (Homo sapiens), P32245; MC4R-expressing cells, MTII-stimulated cAMP, LANCE TR-FRET; inhibition, % at 6.5 µM; 360,000 compounds, 0.48% hits; AID 540295, 2011;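 active = inhibition above its plate's cutoff, the mean of tested wells on that plate plus 3 SD, cut at about 29% in these data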;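 also: 0% = Melanotan II alone and 100% = Melanotan II plus saturating MCL0020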
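Material: U2OS-MC4R stable cell line | Reagent: Melanotan II challenge after compound preincubation | Doses: One concentration, 6.5 µM nominal | Incubation: 30-min compound preincubation, 1-h Melanotan II challenge, 1-h detection, room temperature | Signal: TR-FRET cAMP assay | Replicates: One well per compound, no replicates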
N-glyco inh: increase of ERlucT glycosylation luciferase signal, primary screen, N-linked glycosylation inhibitor project, D54 ERlucT cells, luminescence, set 2; D54 ERlucT glycosylation luciferase reporter, 24 h; percent of 100 nM tunicamycin response; reporter increase, % at 12.5 µM; 360,000 compounds, 0.23% hits;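 active = mean luciferase reporter signal, scaled so untreated is 0 and the glycosylation-blocking control 100, at or above a set limit in every replicate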;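 also: luciferase carries N-glycosylation sites so blocking glycosylation raises the light; 0% = median of neutral control wells and 100% = median of 100 nM tunicamycin wells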
m5-HT2A agonist: mouse Htr2a agonists via beta-arrestin recruitment, primary screen, cell-based, luminescence | 360,000 compounds, 0.66% hits | AID 624169, 2012 | CHO-K1 mHTR2A beta-arrestin complementation; percent of 30 µM serotonin response | activation, % at 7.6 µM;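 active = activation above a run cutoff, the mean activation of all tested compounds plus 3 SD, cut at about 14% in these data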;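 also: 0% = plate median of compound wells and 100% = 30 µM serotonin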
* = called active by the depositor; . = no result given; & = joins results of further samples.

SMILES | ABCB6 inh MLPCN | H9c2 protect | MC4R barr agon | CaV13 FRET inh | Granule exo inh | ABHD5-PLIN5 inh | PDI inh | MC4R antagonist | N-glyco inh | m5-HT2A agonist
O=C(NNS(=O)(=O)c1ccc([N+](=O)[O-])cc1)C(=O)Nc1cccc(C(=O)O)c1 | 85 | 8 | -2.0 | -2 | -30 | -1 | 6 | 2 | 2 | 2
COc1ccc(CCN2C(=O)NC(NC(=O)C(C)(C)C)(C(F)(F)F)C2=O)cc1OC (stereo unspecified) | 107 | 7 | 1.1 | -3 | -5 | 2 | -6 | 27 | 2 | 1
CC(=O)Nc1ccc(S(=O)(=O)N2CCCC2C(=O)Nc2ccc(F)cc2)cc1 (stereo unspecified) | 98 | 0 | -1.5 | -2 | 3 | 1 | -4 | 7 | 1 | 1
CCCCOc1cc(C(=O)NCCN(CC)CC)c2ccccc2n1 | 98&90 | 12&14 | -0.9&-0.5 | -5&-6 | -2&-3 | 1&2 | 2&-5 | 11&4 | 0&1 | -9&-5
O=C(CSc1cccc(C(F)(F)F)c1)Nc1ccc(N2CCOCC2)cc1 | 101 | -8 | -0.2 | -2 | -6 | -3 | 5 | 12 | 0 | -13
CCOC(=O)N1CCN(C(=O)c2csc3c2CCCCC3)CC1 | 100 | 3 | -0.4 | -6 | 0 | -3 | -5 | 1 | 2 | -3
CCN(CC)C(=O)C(C)N(C#N)c1nc(Cl)nc(N(C)C)n1 (stereo unspecified) | 101 | 6 | -2.2 | -8 | -1 | -1 | 1 | 43* | 7 | -3
COC(=O)COc1ccc2c(c1C)O/C(=C\c1ccco1)C2=O | 105 | 7 | -2.0 | -21 | 16 | 14 | -2 | -7 | 3 | 0
CC(=NC1CCCCC1)c1ccc(O)cc1O | 104 | -4 | -1.8 | -6 | -2 | -1 | -6 | 4 | 1 | -2
COc1cc(C2C(C(=O)c3ccc(C)o3)=C(O)C(=O)N2CCc2ccccc2)ccc1O (stereo unspecified) | 92 | 3 | -1.4 | . | -2 | -4 | -1 | 18 | 0 | -1
CCN(Cc1cc2ccccc2[nH]c1=O)S(=O)(=O)c1ccccc1 | 95 | 17 | -0.4 | -3 | -2 | -6 | 8 | 0 | 2 | 7
Cn1ncc(Br)c1C(=O)NC1CCCC1 | 93 | 4 | -2.8 | -6 | 0 | -3 | 4 | -3 | -4 | 1
Cc1nc2ccccc2c(=O)n1-c1ccc(NS(=O)(=O)c2cc(F)ccc2F)cc1 | 100 | 2 | -2.8 | -6 | 3 | 4 | -2 | 1 | -1 | 1
O=C1CC(c2ccc(F)cc2)SC(N(c2ccccc2)c2ccccc2)=N1 (stereo unspecified) | 87 | -5 | -2.8 | -5 | 12 | -3 | -5 | 17 | -1 | -1
CNC(=O)c1ccsc1NC(=O)CS(=O)(=O)c1ccc(F)cc1 | 95 | 0 | -2.1 | -5 | -2 | 5 | -3 | 0 | 0 | 5
Cc1ccc(C(=O)OCC(=O)NC(C)c2ccccc2)cc1C (stereo unspecified) | 100 | -4 | -0.1 | -5 | -4 | 6 | 1 | -3 | 1 | -1
COc1ccc(S(=O)(=O)N2CCOCC2)cc1NC(=O)CO/N=C/c1ccccc1OC(F)F | 101 | -4 | -2.3 | -4 | -2 | 2 | 7 | 10 | -1 | -7
O=C(O)c1cc(-c2ccccc2)n(-c2ccccc2C(=O)O)n1 | 103 | -4 | -2.6 | -5 | 0 | 5 | -2 | 3 | 2 | -2
COc1ccc2nc3n(c(=O)c2c1)-c1ccc(Cl)cc1C(=O)NC3Cc1ccc(O)cc1 (stereo unspecified) | 102 | 3 | 1.3 | -10 | 0 | -6 | 21 | 15 | 2 | 2
Cc1cc(C)nc(/N=C(\N)Nc2ccc([N+](=O)[O-])cc2)n1 | 103 | -8 | -1.8 | -3 | -3 | 2 | -4 | 2 | 2 | -1
CC1(C(=O)NS(=O)(=O)Cc2ccccc2)CCN1C(=O)C1(c2ccc(Cl)cc2)CCC1 (stereo unspecified) | 99 | -2 | -1.2 | -6 | -9 | -8 | -6 | 8 | -1 | 3
CCN(CC1COc2ccccc2O1)C(=S)Nc1ccccc1 (stereo unspecified) | 99 | -1 | 1.4 | -8 | 0 | -5 | 0 | -4 | -1 | -3
CCOC(=O)C(C#N)=CN1CCNc2ccccc21 | 98 | 5 | -0.3 | -6 | -6 | 6 | 0 | -3 | 6 | -6
CC(=O)N1CCSc2ccc(S(=O)(=O)Nc3ccc(C)cc3)cc21 | 99 | -7 | -2.0 | -4 | 2 | -4 | 10 | 1 | -2 | 2

Continued; it opens with the four that closed the last part.
SMILES | ABCB6 inh MLPCN | H9c2 protect | MC4R barr agon | CaV13 FRET inh | Granule exo inh | ABHD5-PLIN5 inh | PDI inh | MC4R antagonist | N-glyco inh | m5-HT2A agonist
CC1(C(=O)NS(=O)(=O)Cc2ccccc2)CCN1C(=O)C1(c2ccc(Cl)cc2)CCC1 (stereo unspecified) | 99 | -2 | -1.2 | -6 | -9 | -8 | -6 | 8 | -1 | 3
CCN(CC1COc2ccccc2O1)C(=S)Nc1ccccc1 (stereo unspecified) | 99 | -1 | 1.4 | -8 | 0 | -5 | 0 | -4 | -1 | -3
CCOC(=O)C(C#N)=CN1CCNc2ccccc21 | 98 | 5 | -0.3 | -6 | -6 | 6 | 0 | -3 | 6 | -6
CC(=O)N1CCSc2ccc(S(=O)(=O)Nc3ccc(C)cc3)cc21 | 99 | -7 | -2.0 | -4 | 2 | -4 | 10 | 1 | -2 | 2
N#Cc1cc(C(=O)c2cc(F)ccc2O)cn(-c2nccs2)c1=O | 211 | -3 | -1.9 | -12 | -3 | 1 | 3 | -7 | 0 | 2
CCOc1ccccc1NC(=O)CN1CCC(C(=O)c2ccc(F)cc2)CC1 | 92 | -3 | -2.5 | -7 | 12 | -1 | 6 | 1 | -6 | -10
O=C(Nc1nnc(CSCc2ccccc2F)s1)c1cccc([N+](=O)[O-])c1 | 100 | -6 | 4.4 | -2 | -3 | 10 | -5 | -4 | -1 | 4
CN1CCN(C(=O)CCc2nc(-c3ccc(Cl)cc3)no2)CC1 | 97 | 8 | 1.1 | -7 | -3 | 5 | -1 | 0 | 2 | 0
Cc1cccc(Nc2nc(N)nc(CN3CCN(c4ccccc4)CC3)n2)c1 | 95 | 14 | -0.3 | -6 | -2 | 2 | 6 | -5 | 3 | 6
CCN1CCN(S(=O)(=O)c2ccc3c(c2)OCCO3)CC1 | 89 | 8 | -0.5 | -8 | 0 | 2 | -6 | 5 | . | 0
CSc1ccc(Cl)c(C(=O)Nc2ccc(Cl)cn2)c1 | 96 | -1 | -1.7 | -2 | 20 | -7 | 0 | -13 | 7 | -3
NC(c1csc(NC(=O)c2cccc(OC(F)(F)F)c2)n1)c1ccccc1Cl (stereo unspecified) | 150 | 32 | -3.3 | -5 | 23 | -2 | -3 | -7 | 0 | 2
CCNC(=S)NN(c1ccccc1)c1ccccc1 | 88 | 33 | -0.7 | . | 0 | -2 | 1 | 5 | 0 | -4
Cc1nc2ccccc2nc1N/N=C/c1ccc(O)cc1 | 103 | 6 | -0.3 | -2 | -5 | 9 | 6 | -25 | 1 | 1
Cc1c(C)c2ccc(OCC(=O)NCCCn3ccnc3)cc2oc1=O | 98 | -5 | -2.3 | -15 | -8 | -9 | -2 | 4 | 5 | -5
CCn1ncc([N+](=O)[O-])c1C(=O)NC1CCCCC1 | 101 | -2 | 0.4 | -4 | -6 | -3 | -1 | 2 | 0 | 3
CN(CC(=O)Nc1cccc(F)c1)C(=O)c1cn2ccccc2n1 | 96 | -2 | -0.7 | -6 | -3 | -6 | 0 | -5 | 1 | -5
CCOc1ccccc1CN1C(=O)c2ccccc2C1C(=O)NCC1CCCO1 (stereo unspecified) | 96 | -4 | -1.8 | 1 | -2 | -3 | 17 | 8 | 0 | -6
CCCCN=C1C([N+](=O)[O-])=CC=C2C1=NC1(CCCCC1)N2O | 100 | -1 | 0.1 | -19 | 1 | -4 | -4 | -2 | 5 | 0
COCCOC(=O)C1=C(C)NC(=O)N(C(C)=O)C1c1ccc(Cl)cc1 (stereo unspecified) | 101 | 2 | -0.3 | -5 | -1 | -2 | -4 | -2 | 4 | -2
Cc1ccc(Cc2c(C3CCCCC3)nc3ccc(C)cn23)cc1 | 98 | -13 | . | -3 | -2 | 0 | . | . | -4 | -5
CCOC(=O)C1=C(c2ccccc2)N=C2SCC(=O)N2C1c1ccc(OC)c(OC)c1 (stereo unspecified) | 94 | 1 | 1.5 | -6 | -3 | -9 | 0 | 8 | 0 | 2
COc1ccccc1C(=O)Nc1nc(-c2ccc(S(=O)(=O)N3CCOCC3)cc2)cs1 | 90 | 31 | -1.2 | -8 | 65* | 5 | -15 | 9 | -14 | 7
Cc1c([N+](=O)[O-])c([N+](=O)[O-])nn1CC(=O)NCc1cccnc1 | 100 | -3 | -1.7 | -5 | 1 | -6 | 4 | 23 | -1 | 6
O=C(Nc1cccc2c1C(=O)NC2=O)c1ccccc1[N+](=O)[O-] | 99 | -1 | -2.4 | -4 | -1 | -2 | 0 | -1 | 1 | -1
CN(CC(=O)Nc1ccc(Cl)c(C(F)(F)F)c1)C(=O)C1CCCO1 (stereo unspecified) | 98 | -8 | -0.8 | -5 | -1 | 5 | -7 | 2 | -1 | -1
Cc1ccc(S(=O)(=O)n2nc(OC(=O)c3ccccc3C)cc2N)cc1 | 100 | 0 | -1.4 | -3 | 9 | -7 | -4 | 0 | 1 | -6
COc1cc(C(=O)Nc2ccc(NC(=O)C3CCCCC3)nc2)cc(OC)c1OC | 101 | 4 | 1.1 | -6 | 1 | -3 | 2 | 2 | 0 | 3
CC1(C(=O)NCc2ccco2)Cc2c(-c3cccc(C(F)(F)F)c3)ccnc2O1 (stereo unspecified) | 101 | 3 | 0.4 | -12 | 15 | 8 | -8 | -9 | 20 | -8
O=C(COC(=O)c1ccc(Br)o1)NC1CCCCC1 | 97 | -2 | -1.3 | -4 | -8 | -2 | -1 | 0 | -3 | -1
CSc1ccccc1NC(=O)N1CCC(CO)(CC2CCCCO2)CC1 (stereo unspecified) | 120 | 4 | -0.8 | -4 | -2 | 2 | 12 | 13 | 0 | -2
CCCCN(C)CCC(=O)Nc1ccc(Cl)cc1 | 102 | 9 | -0.8 | -6 | -1 | 5 | 0 | -4 | -3 | 0
